# Screening results: PubChem, several laboratories
# NRP1-CendR mod: modulators of CendR peptide binding to human neuropilin-1 | O14786 | FAM-RPARPAR peptide binding to NRP-1, fluorescence polarization | inhibition, % at 25 µM | 360,000 tested, 0.85% active | AID 602438;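 active = inhibition or corrected inhibition above about 18%, plus a signal ratio from 0.5 to 1.5, limit read from the data, passing the limit was not always enough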; note: strong numbers were not always called active
# eLon inh: E. coli protease La inhibition | P0A9M0 | purified E. coli Lon protease, fluorescence polarization | inhibition, % at 7.94 µM | 360,000 tested, 0.42% active; in the data active = inhibition above about 13%, passing the limit was not always enough;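 note: 0% = enzyme with probe and DMSO and 100% = no enzyme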
# Scp1 inh: blocks human Scp-1 phosphatase activity | Q9GZU7 | 340,000 tested, 0.88% active | Recombinant Scp1, phosphopeptide, malachite green phosphate absorbance | inhibition, % at 20 µM;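 active = inhibition above about 50% at 20 µM, limit read from the data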;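 note: plate controls were DMSO wells with enzyme for no effect and wells lacking enzyme for full effect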
#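 assay system = SCP-1 phosphatase catalytic domain, residues 76-261 | buffer or medium = 50 mM Tris acetate pH 5.5, 0.005% Tween-20, 10 mM MgCl2 | incubation = enzyme reaction 45 min at room temperature, colour 5 min, stabilisation 30 min | signal = Phosphate-binding colour reagent, absorbance read at 630 nm | measure = % inhibition at 20 µM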
# SUMO1 PPI mod: SUMO1-SIM interaction modulation; P63165; SUMO1 binding to a labelled peptide, TR-FRET, 1 h; inhibition, % at 20 µM; 360,000 tested, 0.33% active; in the data active = inhibition above about 37%
# Tb MetRS inh: Trypanosoma brucei MetRS inhibition. purified T. brucei MetRS, ATP depletion, Kinase-Glo luminescence. inhibition, % at 11.9 µM. 360,000 tested, 0.4% active. AID 624268;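 active = inhibition above a per-plate cutoff of the control wells' mean inhibition plus 3 SD, cut at about 5.5% in these data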;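 note: 0% = DMSO wells median and 100% = median of wells with control inhibitor compound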
#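 Dosing: 11.9 µM single point; system: parasite MetRS enzyme; technique: luminescence of leftover ATP; times: 15 min enzyme-compound preincubation, 2 h reaction, 10 min detection, 25 °C; replicates: each compound tested once; read-out basis: percent inhibition relative to median high and low control wells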
# LMPTP inh: LMPTP (human) inhibition; P24666; recombinant LMPTP-A, OMFP fluorogenic substrate, fluorescence intensity; inhibition, % at 20 µM; 360,000 tested, 0.22% active; AID 651560;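 active = compounds that cut the enzyme signal by at least half of the control window in the single-dose screen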;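 note: plate controls were DMSO wells with enzyme plus substrate for no effect and substrate without enzyme for full effect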
#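 Assay system: LMPTP-A, protein tyrosine phosphatase of low molecular weight / Medium: pH 6.0 Bis-Tris buffer with DTT and Triton X-100 / Schedule: 50 min enzyme reaction at room temperature, protected from light / Measured by: endpoint fluorescence intensity from OMFP dephosphorylation / Read-out basis: % inhibition relative to no-enzyme and uninhibited control wells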
# MsrA act: bovine methionine sulfoxide reductase A activation; purified bovine MsrA, absorbance read-out; activation, % at 10.6 µM; 360,000 tested, 0.3% active; AID 602163; in the data active = activation above about 7.5%;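 note: 0% = vehicle and 100% = reference activator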
# MsrA inhibitor: inhibits bovine methionine sulfoxide reductase A | purified bovine MsrA, absorbance read-out | inhibition, % at 15.5 µM | 360,000 tested, 0.75% active | AID 651718; in the data active = inhibition above about 4.5%;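 note: 0% = vehicle wells with enzyme and 100% = reference inhibitor wells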
# STEP block: STEP (human) phosphatase inhibition; recombinant STEP, OMFP fluorogenic substrate, fluorescence; inhibition, % at 20 µM; 360,000 tested, 0.25% active; AID 588621;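 active = inhibition at 20 µM, scaled per plate between control wells, above about 37%, limit read from the data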;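 note: 0% = DMSO with enzyme and substrate and 100% = substrate only without enzyme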
#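 Measure: Control-normalized % inhibition with plate pattern correction | Test system: STEP phosphatase, cell-free reaction | Medium: pH 6.0 Bis-Tris with DTT and Tween 20 | Technique: Fluorescence, 480/540 nm | Times: Reaction 20 min, ambient temperature | Doses: Single compound dose of 20 µM, 1% DMSO final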
# DNMT1 inh: DNMT1 (human) enzyme inhibition. P26358. DNMT1 molecular beacon, Hinp1I cleavage, fluorescence. inhibition (reported as % activation of signal), % at 10 µM. 360,000 tested, 0.83% active; in the data active = inhibition above about 50%
# Target sequence (P26358 504-1616 limits assumed): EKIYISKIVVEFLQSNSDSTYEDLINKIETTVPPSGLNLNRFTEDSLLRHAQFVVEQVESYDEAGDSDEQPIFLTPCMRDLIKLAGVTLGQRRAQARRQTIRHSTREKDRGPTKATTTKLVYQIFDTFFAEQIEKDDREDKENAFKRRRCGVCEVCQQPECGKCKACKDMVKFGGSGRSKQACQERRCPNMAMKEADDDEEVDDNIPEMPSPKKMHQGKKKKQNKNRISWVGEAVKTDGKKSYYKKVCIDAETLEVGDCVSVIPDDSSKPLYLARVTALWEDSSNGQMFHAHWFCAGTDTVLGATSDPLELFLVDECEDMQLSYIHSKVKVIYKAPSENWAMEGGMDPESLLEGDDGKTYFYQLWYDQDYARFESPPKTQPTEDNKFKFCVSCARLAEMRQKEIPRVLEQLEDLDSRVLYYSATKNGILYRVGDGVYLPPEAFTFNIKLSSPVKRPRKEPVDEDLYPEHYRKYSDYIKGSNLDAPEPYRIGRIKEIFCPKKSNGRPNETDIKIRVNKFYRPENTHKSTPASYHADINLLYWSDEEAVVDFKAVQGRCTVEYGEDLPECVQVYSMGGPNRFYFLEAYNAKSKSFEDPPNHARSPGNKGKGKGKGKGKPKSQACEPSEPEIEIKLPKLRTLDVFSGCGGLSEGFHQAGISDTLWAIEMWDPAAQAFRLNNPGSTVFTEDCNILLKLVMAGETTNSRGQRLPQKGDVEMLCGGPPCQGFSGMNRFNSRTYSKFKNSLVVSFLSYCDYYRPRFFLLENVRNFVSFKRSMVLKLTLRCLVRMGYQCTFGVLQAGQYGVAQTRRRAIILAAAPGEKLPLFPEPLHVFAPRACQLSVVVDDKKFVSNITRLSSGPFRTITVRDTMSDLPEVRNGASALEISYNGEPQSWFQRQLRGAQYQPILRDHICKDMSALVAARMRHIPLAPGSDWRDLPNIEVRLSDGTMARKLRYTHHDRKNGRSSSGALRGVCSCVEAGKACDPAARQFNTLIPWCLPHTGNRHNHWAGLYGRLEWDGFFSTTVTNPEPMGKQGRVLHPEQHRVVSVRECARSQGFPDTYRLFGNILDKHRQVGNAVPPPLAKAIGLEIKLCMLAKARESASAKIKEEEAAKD
# Active calls of the source: *; . = not tested or not shown.
item	smiles	NRP1-CendR mod	eLon inh	Scp1 inh	SUMO1 PPI mod	Tb MetRS inh	LMPTP inh	MsrA act	MsrA inhibitor	STEP block	DNMT1 inh
1	O=C(CSc1nncs1)Nc1ccc(S(=O)(=O)N2CCCC2)cc1	-3	-5	-9	4	0.3	-0.3	-1	1.1	6	-3
2	CCOC(=O)Cc1nnc(NC(=O)COc2ccc(OC)cc2)s1	-3	0	-21	7	-0.9	-0.9	-12	-0.2	1	-10
3	O=C(NC(NCc1cccnc1)C(Cl)(Cl)Cl)c1cccc2ccccc12 (centres undefined)	-5	5	2	-5	0.3	0.5	-2	-0.3	0	-4
4	Cc1nc2ccccc2n1CCC(=O)Nc1cccc(F)c1	-8	-5	-4	4	-0.4	1.3	-1	-0.7	1	-2
5	Cc1cccc(C(=O)Nc2ccc3c(c2)C(=O)N(CC(C)C)C3=O)c1	11	-5	-8	3	0.3	1.9	0	0.4	4	-1
6	C#CCOCCOCCOCCNc1nc(N2CCN(C(=O)CCCCCCCCCCNC(=O)Cn3cc(CCCCCN)nn3)CC2)nc(N2CCN(C(=O)CCCCCCCCCCNC(=O)[C@H](CO)n3cc(CCCSC)nn3)CC2)n1	4	6	30	20	0.0	2.2	1	.	6	-183
7	Cc1occc1-c1nnc(SCC(=O)NC2CC2)n1C(C)C	-9	7	7	0	-0.5	-1.0	-7	-0.5	-2	1
8	CCOc1ccc(S(=O)(=O)Nc2cccc(C)c2)c2cccnc12	14	-1	6	-4	-1.0	1.5	-13	1.9	-1	5
9	O=C(NCc1ccco1)c1cc2c(s1)CCCCC2	6	0	-3	1	-0.3	1.1	2	0.8	5	8
10	Cn1nc(NC(=O)C(F)(F)F)c2nccnc21	-1	5	.	4	0.0	-0.9	-14	1.4	-5	7
11	O=C(CSc1nnc(-c2ccco2)n1Cc1ccco1)Nc1ccccc1	6	1	-15	1	0.6	-1.4	0	-0.1	2	-1
12	O=C(Nc1nccs1)c1cccc(NC(=O)c2ccco2)c1	-4	-4	-2	1	-0.4	0.9	3	0.4	1	2
13	CSCCC(NC(=O)c1cc(S(=O)(=O)N2CCOCC2)ccc1F)c1nc2ccccc2[nH]1 (centres undefined)	14	1	-6	2	0.8	-0.8	-4	2.5	-1	1
14	CCCCCN(C(=O)CCC(=O)OCc1cccc(C(F)(F)F)c1)c1c(N)n(CCCC)c(=O)[nH]c1=O	9	0	14	-2	-0.7	-1.3	-10	1.3	-3	3
15	C=C(C)CSCc1nc2ccccc2[nH]1	-2	-3	4	-2	-1.2	1.0	-9	-0.7	-2	3
16	COc1ccccc1-n1cnnc1SCC(=O)Nc1cc(C(C)(C)C)nn1-c1ccccc1	-8	-13	30	-4	-1.5	-0.4	-9	0.8	-10	2
17	Cc1c2c(nc3nnnn13)CCCC2	-1	-11	-11	0	-0.4	-0.8	1	0.3	0	-1
18	Cc1cc(C(=O)NNC(=O)c2cccc(C(F)(F)F)c2)no1	4	3	-5	5	0.6	-1.5	3	-0.5	-2	1
19	O=C1Nc2ccc(S(=O)(=O)N3CCCC3)c3cccc1c23	0	-2	-2	-21	0.9	-2.7	-4	1.8	0	2
20	O=C(CN1C(=O)NC2(CCCCC2)C1=O)Nc1ccc(Cl)c(S(=O)(=O)N2CCOCC2)c1	2	-3	6	-6	-0.2	-0.6	-9	-0.7	-5	0
21	CC1(c2nnnn2Cc2ccccc2)CCC(=O)N1c1ccc(N2CCOCC2)cc1 (centres undefined)	-6	-14	.	-2	-1.8	0.5	-8	1.7	.	.
22	CCSc1nnc(NC(=O)CSc2nnc(-c3c[nH]c4ccccc34)n2C)s1	-8	-16	24	5	-0.7	-0.4	-6	-0.1	3	-2
23	COCCNC(=S)NN=C1CCCCC1	-1	2	-6	-10	-0.4	-1.5	0	2.0	-1	1
24	C/C(=N\OCc1ccccc1)c1c(O)cc(C(C)C)n(-c2ccccc2)c1=O	-4	5	-5	3	-0.4	0.0	-4	-0.7	1	0
25	COc1ccc(OCc2cc(C(=O)N3CCCC(CO)C3)no2)c2ccccc12 (centres undefined)	2	6	-7	-2	-0.2	1.4	7	-1.1	3	-19
26	Cc1cccc(NC(=O)c2ccc3c(=O)n(CC4CCCO4)c(=S)[nH]c3c2)c1 (centres undefined)	4	11	-5	-1	0.2	-1.4	4	1.8	3	-2
27	c1ccc(-c2csc(NC3CCCCC3)n2)cc1	-2	-9	-1	-4	-0.5	-0.3	-4	1.1	-2	-4
28	O=C(Cc1cccs1)Nc1ccc([N+](=O)[O-])cc1	0	2	-4	-25	-1.1	-0.6	-4	1.7	1	-2
29	COc1ccc(-c2nc(CSCC(=O)N3CCC(C(N)=O)CC3)c(C)o2)cc1OC	-5	-4	-3	12	-0.8	-2.1	-5	-0.5	-3	-3
30	COc1ccccc1C(=O)NC(C(=O)NCCc1nc2ccccc2[nH]1)=C(C)C	21	1	-2	1	0.2	0.1	-5	0.4	-2	-3

# Two records picked at random from those above:
item	smiles	NRP1-CendR mod	eLon inh	Scp1 inh	SUMO1 PPI mod	Tb MetRS inh	LMPTP inh	MsrA act	MsrA inhibitor	STEP block	DNMT1 inh
29	COc1ccc(-c2nc(CSCC(=O)N3CCC(C(N)=O)CC3)c(C)o2)cc1OC	-5	-4	-3	12	-0.8	-2.1	-5	-0.5	-3	-3
9	O=C(NCc1ccco1)c1cc2c(s1)CCCCC2	6	0	-3	1	-0.3	1.1	2	0.8	5	8

# Looked up above.
# compound 27 | Scp1 inh: -1
# compound 15 | Scp1 inh: 4
# compound 24 | Scp1 inh: -5
# compound 6 | MsrA act: 1

# 4 compounds out of the list above, sorted by the number in NRP1-CendR mod, falling:
No.	SMILES	NRP1-CendR mod	eLon inh	Scp1 inh	SUMO1 PPI mod	Tb MetRS inh	LMPTP inh	MsrA act	MsrA inhibitor	DNMT1 inh
5	Cc1cccc(C(=O)Nc2ccc3c(c2)C(=O)N(CC(C)C)C3=O)c1	11	-5	-8	3	0.3	1.9	0	0.4	-1
11	O=C(CSc1nnc(-c2ccco2)n1Cc1ccco1)Nc1ccccc1	6	1	-15	1	0.6	-1.4	0	-0.1	-1
3	O=C(NC(NCc1cccnc1)C(Cl)(Cl)Cl)c1cccc2ccccc12 (centres undefined)	-5	5	2	-5	0.3	0.5	-2	-0.3	-4
21	CC1(c2nnnn2Cc2ccccc2)CCC(=O)N1c1ccc(N2CCOCC2)cc1 (centres undefined)	-6	-14	.	-2	-1.8	0.5	-8	1.7	.

# Continuation:
item	smiles	NRP1-CendR mod	eLon inh	Scp1 inh	SUMO1 PPI mod	Tb MetRS inh	LMPTP inh	MsrA act	MsrA inhibitor	STEP block	DNMT1 inh
31	O=C(NNC(=S)Nc1ccccc1Cl)c1ccncc1	9	3	-10	-1	-0.4	0.6	-1	0.3	3	-7
32	CCN(C(=O)CSc1ccc2ccccc2n1)C1CCCCC1	4	-2	-8	13	0.3	1.9	0	-0.5	0	2
33	Cc1nn(-c2ccccc2)c(C)c1/C=C/C(=O)OCC(=O)N(C)C1CCS(=O)(=O)C1 (centres undefined)	-12	2	-1	-2	0.6	-1.3	-2	1.6	-1	1
34	CCCC(c1nnnn1CS(=O)(=O)c1ccc(C)cc1)N1CCN(c2ccc(F)cc2)CC1 (centres undefined)	-3	-4	-5	0	-0.2	3.5	-2	-1.5	-1	-1
35	C=CCOc1ccc(/C=C2\SC(=S)N(NS(=O)(=O)c3ccc(C)cc3)C2=O)cc1	-35	-1	-10	-2	-0.5	0.5	0	2.1	2	17
36	Cc1cccc(CS(=O)(=O)c2ncc(Cl)c(C(=O)NCc3ccc4c(c3)OCO4)n2)c1	1	4	-9	-3	-0.2	-1.6	-4	1.3	-4	4
37	Cc1ncc(CCl)c2c1OC(C)(C)OC2	3	-1	0	-1	-0.1	-0.8	-4	0.4	2	0
38	N#CC1CCN(c2ncccc2[N+](=O)[O-])CC1	10	1	-2	-24	-0.1	-1.5	-2	-0.6	1	-3
39	O=C(O)c1cnn2c(-c3ccccc3)ccnc12	-11	0	-5	-7	-2.1	-1.4	-4	0.7	-3	-2
40	CCOC(=O)c1c(NC(=O)/C=C/C(=O)O)sc(C)c1-c1ccc(F)cc1	-45	-7	-2	12	0.4	-3.0	-6	3.1	-2	6
41	O=C1C2C3c4ccccc4C(c4ccccc43)C2C(=O)N1/N=C/c1cccc(O)c1 (centres undefined)	11	3	7	-5	-0.9	0.3	-12	-0.6	-1	-4
42	O=C(COC(=O)c1ccccn1)Nc1nc(-c2cccc([N+](=O)[O-])c2)cs1	-4	10	29	-28	-0.5	1.1	-5	0.9	0	-3
43	COC(=O)c1c(NC(=O)Cn2cc([N+](=O)[O-])cn2)sc2c1CCC2	0	-12	1	11	1.0	-0.3	-9	0.1	6	-4
44	CCCNc1cc(=S)nc(N)[nH]1	4	8	-4	4	0.1	-0.4	2	-0.6	-3	-1
45	Cc1ccc(C)c(SCc2noc(C(=O)NC(C)C)c2C(=O)O)c1	-1	7	-6	11	-0.1	-0.9	-3	0.2	-1	9
46	N#Cc1c(-c2ccccc2)[nH]c(=S)[nH]c1=O	4	-4	-9	0	-0.7	-2.3	6	5.0*	-1	-1
47	CC(C)Oc1ccc(N2C(=O)c3ccccc3C2=O)cc1	-3	2	-6	-26	0.1	1.7	-4	-0.7	-2	5
48	Cc1ccc(S(=O)(=O)N2CCC(C(=O)NCC3CC3)CC2)cc1	9	-10	-6	-2	-0.1	-1.2	-1	-0.8	1	0
49	COc1cccc(NC(=O)N2CCCC2C(=O)NCc2ccc(Cl)cc2)c1 (centres undefined)	11	7	-1	-3	0.3	0.3	0	-0.8	1	3
50	CCOC(=O)C(=Nc1ccc(Cl)cc1)NO	-15	-6	2	-3	0.2	-0.7	-4	0.9	0	-2
51	O=S(=O)(N/N=C1/CCCc2ccccc21)c1ccc(Br)cc1	0	2	-9	0	-0.7	3.1	0	0.4	-2	-2
52	COc1ccc(OC)c(/C=N/Nc2nc(C)cc(=O)[nH]2)c1	6	-1	4	-6	-1.4	-0.4	-11	3.2	0	3
53	C/C(=N\OCc1ccc(C#N)cc1)c1ccc(S(=O)(=O)N(C)C)cc1	2	0	-26	1	0.4	0.2	-1	0.2	0	-1
54	CC1(C2(O)CCCCC2)NCCc2ccccc21 (centres undefined)	10	26	-7	2	-0.1	2.6	-3	-1.4	-1	3

# An excerpt of these results, screen by screen.
(36) Cc1cccc(CS(=O)(=O)c2ncc(Cl)c(C(=O)NCc3ccc4c(c3)OCO4)n2)c1
(37) Cc1ncc(CCl)c2c1OC(C)(C)OC2
(38) N#CC1CCN(c2ncccc2[N+](=O)[O-])CC1
(39) O=C(O)c1cnn2c(-c3ccccc3)ccnc12
assay / compound	36	37	38	39
NRP1-CendR mod	1	3	10	-11
eLon inh	4	-1	1	0
Scp1 inh	-9	0	-2	-5
SUMO1 PPI mod	-3	-1	-24	-7
Tb MetRS inh	-0.2	-0.1	-0.1	-2.1
LMPTP inh	-1.6	-0.8	-1.5	-1.4
MsrA act	-4	-4	-2	-4
MsrA inhibitor	1.3	0.4	-0.6	0.7
STEP block	-4	2	1	-3
DNMT1 inh	4	0	-3	-2
